Screens: PubChem BioAssay, Sanford-Burnham Center for Chemical Genomics
MIN6 prolif: induces beta-cell replication in MIN6 cells; proliferation, % at 10 µM; 0.29% of 330,000 active; MIN6 cells proliferation, ATPlite luminescence, 48 h; cells starved in 0.2% serum; 100% = growth in 10% serum; AID 2380;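 active = compounds whose signal lies at least 3.5 SD above the mean of all wells on their plate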;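 also: 0% = DMSO-treated cells in low-serum medium and 100% = 10% serum control; some compounds called inactive have numbers as strong as hits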
hIAP inh: blocks human intestinal alkaline phosphatase. P09923. AID 2544. purified IAP, CDP-Star luminescence, 30 min. 0.12% of 330,000 active. inhibition, % at 10 µM;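 active = inhibition reaching a set limit with compound at 10 µM in the primary screen, cut at about 35% in these data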;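 also: plate controls were DMSO wells with enzyme for no effect and no-enzyme buffer wells for full effect; values of inactives mirror those of a sister screen read the other way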
Target sequence (P09923 whole entry, looked up): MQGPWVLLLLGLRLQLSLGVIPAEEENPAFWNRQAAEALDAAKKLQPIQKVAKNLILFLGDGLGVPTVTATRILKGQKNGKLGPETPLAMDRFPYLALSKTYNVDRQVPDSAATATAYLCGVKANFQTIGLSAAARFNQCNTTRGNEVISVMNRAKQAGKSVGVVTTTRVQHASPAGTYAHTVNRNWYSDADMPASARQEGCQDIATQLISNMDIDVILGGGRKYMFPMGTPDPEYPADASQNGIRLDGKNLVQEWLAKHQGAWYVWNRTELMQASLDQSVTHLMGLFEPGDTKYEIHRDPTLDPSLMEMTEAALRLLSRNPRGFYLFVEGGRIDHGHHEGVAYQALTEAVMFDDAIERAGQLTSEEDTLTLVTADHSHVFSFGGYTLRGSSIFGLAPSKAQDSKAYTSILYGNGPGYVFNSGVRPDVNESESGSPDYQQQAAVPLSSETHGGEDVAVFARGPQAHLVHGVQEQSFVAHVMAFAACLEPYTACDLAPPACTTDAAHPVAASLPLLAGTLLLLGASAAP
mIAP act: increases mouse intestinal alkaline phosphatase activity; 0.24% of 330,000 active; activation factor at 10 µM; muIAP, CDP-Star luminescence, 30 min; active compounds read high; 1 = vehicle-only enzyme signal, 0 = enzyme-free wells;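 active = activation factor of at least 2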; also: the source names both 10 and 20 µM as test concentration; values of inactives mirror those of a sister screen read the other way
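System: mouse IAP enzyme. Reagent: CDP-Star chemiluminescent phosphatase substrate. Benchmarks: DMSO wells, no-enzyme wells. Times: 30 min enzyme-substrate-compound incubation at room temperature. Detection: luminescence from enzymatic CDP-Star hydrolysis. Doses: test compounds delivered from DMSO solution.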
ATG4B inhibitor: ATG4B (human) cysteine protease inhibition | AID 504462 | ATG4B cleavage of LC3-PLA2, NBD-HPC fluorescence, 1 h | inhibition, % at 8.33 µM | 0.51% of 340,000 active | Q9Y4P1; in the data active = inhibition above about 40%
APOBEC3A inh: human APOBEC3A DNA deaminase inhibition; P31941; recombinant A3A, FAM/TAMRA ssDNA deamination fluorescence; inhibition, % at 20 µM; 0.41% of 330,000 active; AID 493011;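 active = at least 40% inhibition at 20 µM here, with at most 30% in a related deaminase screen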;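 also: plate controls were A3A with DMSO for no effect and wells lacking A3A enzyme for full effect; some results filed as inactive read as strong as hits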
Target sequence (P31941 whole entry, looked up): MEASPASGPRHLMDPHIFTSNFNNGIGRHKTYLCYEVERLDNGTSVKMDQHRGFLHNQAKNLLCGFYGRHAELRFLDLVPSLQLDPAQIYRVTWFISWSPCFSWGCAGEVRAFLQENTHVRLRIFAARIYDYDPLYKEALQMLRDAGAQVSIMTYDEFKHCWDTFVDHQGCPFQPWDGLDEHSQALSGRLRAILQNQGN
MPTP inh: inhibitors of mitochondrial permeability transition pore; isolated mouse mitochondria, Ca2+ swelling absorbance, 30 min; inhibition, % at 10 µM; 1.4% of 360,000 active; AID 602449;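 active = inhibition of 50% or more, scaled per plate between neutral and stimulator controls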;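 also: 0% = DMSO wells given calcium and 100% = 1 mM EGTA wells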
mIAP inh: mouse IAP inhibition; AID 2806; inhibition, % at 10 µM; purified mouse IAP, CDP-Star luminescence, 30 min; 0.2% of 330,000 active;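 active = inhibition of at least 40% at 10 µM in the primary screen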;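 also: plate controls were DMSO with enzyme for no effect and no enzyme wells for full effect; values of inactives mirror those of a sister screen read the other way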
A3G deaminase: inhibitors of human APOBEC3G DNA deaminase; inhibition, % at 20 µM; 0.28% of 330,000 active; Q9HC16; recombinant A3G, ssDNA deamination FAM/TAMRA fluorescence;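 active = inhibition of at least 40% at 20 µM, with no more than 30% in the related APOBEC3A deaminase screen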;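 also: plate controls were DMSO wells with A3G for no effect and wells lacking A3G enzyme for full effect; some compounds called inactive have numbers as strong as hits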
Target sequence (Q9HC16 whole entry, looked up): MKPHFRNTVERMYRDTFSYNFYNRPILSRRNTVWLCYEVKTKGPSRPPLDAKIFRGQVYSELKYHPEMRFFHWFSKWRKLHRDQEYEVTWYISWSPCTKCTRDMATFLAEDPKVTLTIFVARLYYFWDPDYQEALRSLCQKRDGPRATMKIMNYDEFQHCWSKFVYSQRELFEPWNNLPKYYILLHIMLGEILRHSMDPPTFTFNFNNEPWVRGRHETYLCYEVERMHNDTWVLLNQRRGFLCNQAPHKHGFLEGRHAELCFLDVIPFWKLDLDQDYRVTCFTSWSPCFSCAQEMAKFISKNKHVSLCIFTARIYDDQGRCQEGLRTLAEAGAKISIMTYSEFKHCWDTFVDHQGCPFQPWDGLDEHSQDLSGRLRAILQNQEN
hIAP activ: increases human intestinal alkaline phosphatase activity. activation factor at 10 µM. purified human IAP, CDP-Star luminescence, 30 min; active compounds read high; 1 = vehicle-only enzyme, 0 = enzyme-free background. P09923. 0.16% of 330,000 active;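 active = activation factor of the enzyme at least 2-fold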; also: the source names both 10 and 20 µM as test concentration; values of inactives mirror those of a sister screen read the other way
* = called active by the depositor; nt = no result given.

Fields: MPTP inh, mIAP act, mIAP inh, A3G deaminase, ATG4B inhibitor, hIAP inh, hIAP activ, APOBEC3A inh, MIN6 prolif
- CN(C)c1ccc(C(=O)NCC(c2cccs2)N2CCOCC2)cc1 (stereo not given)
    0.3, 1.1, -7, -8, -4, -16, 1.2, -4, -1
- Cc1onc(-c2ccccc2)c1-c1n[nH]c(=S)n1-c1ccccc1
    -0.3, 0.98, 2, 7, 12, 10, 0.9, -6, 4
- Cc1cc(CNC(=O)c2cc(Br)ccc2Cl)nn1C
    1.4, 1, -3, -7, 11, -18, 1.2, -3, -2
- COc1ccc2c(CC(=O)Nc3ccccc3N3CCOCC3)coc2c1
    3.2, 1.1, -6, -5, -4, -20, 1.2, 4, 3
- O=C(Cn1c(C(=O)N2CCc3ccccc3C2)cc2sccc21)c1ccccc1
    -0.3, 0.92, 8, -5, 21, 2, 0.98, -3, -5
- O=C1COc2ccc(C(=O)CSc3ccc(Br)cc3)cc2N1
    -0.5, 1.1, -6, -4, -15, -6, 1.1, -1, -8
- Oc1cccc(Nc2c3ccccc3nc3ccccc23)c1
    3.2, 1, -3, 0, -1, 18, 0.82, 0, -7
- COc1ccc(NC(=O)c2cnn(-c3ccccc3)c2C)c(OC)c1
    2.0, 1, -1, -5, -8, -1, 1, 1, -2
- Cc1cc(C)cc(N=Cc2ccc([N+](=O)[O-])s2)c1
    2.4, 0.85, 15, -4, -5, 14, 0.86, -2, -7
- CC(C)CC(=O)Nc1nnc(SCC(=O)Nc2ccc3c(c2)OCO3)s1
    3.0, 1, 0, -4, 5, 30, 0.7, -4, 0
- N#CC1=C(N)Oc2c(oc(CO)cc2=O)C1c1ccsc1 (stereo not given)
    0.1, 0.93, 7, -1, 0, 1, 0.99, -2, -3
- COc1ccc(C(=O)O)cc1S(=O)(=O)Nc1ccccc1-c1ccccc1
    -1.6, 0.99, 1, -1, -4, -4, 1, 2, 0
- O=C1c2cccnc2C(Nc2ccc(S(=O)(=O)N3CCCCCC3)cc2)N1Cc1ccccc1 (stereo not given)
    -0.1, 0.9, 10, -5, -7, 2, 0.98, -1, -4
- CC1(C)CC(NC(=O)C(C)(C)Oc2ccc(Cl)cc2)CC(C)(C)N1
    -1.4, 1.1, -5, -11, -4, 1, 0.99, -5, -7
- CCN1CCN(C(=O)Cn2ncc3c2-c2ccccc2OC3)CC1
    -0.4, 1, -2, -2, 10, 5, 0.95, -2, -1
- O=C(O)Cc1ccc(NC(=O)COc2ccc3ccccc3c2)cc1
    -1.2, 0.9, 10, -4, 6, -1, 1, 2, -2
- CCN1C(=O)C(=O)N(Cc2ccc(OC)c(F)c2)C1=O
    -1.2, 0.97, 3, -4, -9, -7, 1.1, 0, -1
- CCC1(C)Cc2c(C#N)c(SC)nc(N3CCOCC3)c2CO1 (stereo not given)
    3.4, 1.1, -9, 6, -8, 15, 0.85, 0, -2
- Cc1cc(C(C)(C)C)oc1C(=O)NCCCNC(=O)c1oc(C(C)(C)C)cc1C
    2.0, 1.1, -8, -4, -8, -16, 1.2, 0, -2
- Cc1cc(C)n2nc(SCC(=O)N(CCC#N)c3ccccc3F)nc2n1
    0.3, 1.1, -8, -3, -5, 6, 0.94, 3, -6

Next section; the last two above are carried over.
Fields: MPTP inh, mIAP act, mIAP inh, A3G deaminase, ATG4B inhibitor, hIAP inh, hIAP activ, APOBEC3A inh, MIN6 prolif
- Cc1cc(C(C)(C)C)oc1C(=O)NCCCNC(=O)c1oc(C(C)(C)C)cc1C
    2.0, 1.1, -8, -4, -8, -16, 1.2, 0, -2
- Cc1cc(C)n2nc(SCC(=O)N(CCC#N)c3ccccc3F)nc2n1
    0.3, 1.1, -8, -3, -5, 6, 0.94, 3, -6
- COc1c(F)c(F)c(C(=O)Nc2ccc(N3CCN(C(C)=O)CC3)c(Cl)c2)c(F)c1F
    -2.4, 1, -1, 0, 0, 7, 0.93, 4, 0
- Cc1csc(Nc2cccc3ccccc23)n1
    -0.1, 0.98, 2, -9, 8, 2, 0.98, 1, -2
- O=C1C2C(c3ccccc3)C=CC(c3ccccc3)C2C(=O)N1CCCO (stereo not given)
    -2.7, 1.1, -14, -8, -1, -3, 1, -4, 1
- C=C(C)c1cccc(C(C)(C)NC(=O)N2CCN(c3ncccn3)CC2)c1
    -6.5, 0.98, 2, -3, 1, 1, 0.99, 0, -2
- Cn1c(=O)c(=O)n(C)c2cc(S(=O)(=O)N3CCCC3C(=O)NCc3ccco3)ccc21 (stereo not given)
    2.0, 1.1, -8, 3, -13, 0, 1, 1, 1
- O=C(COC(=O)c1ccc(S(=O)(=O)N2CCCCC2)cc1)NCc1ccco1
    -3.1, 0.97, 3, -6, -1, -2, 1, 13, 0
- CN(C)CCC(=O)c1ccc(Cl)cc1
    99*, 1.1, -15, 1, 1, -15, 1.1, -4, -5
- Cc1nn(CC(=O)Nc2ccc3c(c2)OCCO3)c(C)c1[N+](=O)[O-]
    -0.1, 1.2, -15, -6, -15, 4, 0.95, -2, -4
- CC(C)N(CCn1c(=S)[nH]c2ccccc2c1=O)C(C)C
    2.3, 1, -2, -8, -2, -10, 1.1, -8, -1
- CSc1nc(N2CCOCC2)c2sccc2n1
    -2.3, 1, -4, 0, 4, 3, 0.97, 2, 3
- Cc1ccccc1-c1nnc(SCC(=O)N2CCCC2)o1
    0.6, 1, -3, 2, -9, 22, 0.78, 1, -3
- Cc1ccc2c(c1)/C(=N/N1C(=O)c3ccccc3C1=O)C(=O)N2
    0.7, 0.93, 7, -11, -2, -5, 1, -2, 0
- Cc1ccc(-c2nc3cccnc3s2)cc1NS(=O)(=O)c1ccc2c(c1)CCCC2
    2.4, 0.87, 13, -2, -8, 4, 0.96, -5, -5
- CCOC(=O)c1c(CC(C)C)csc1/N=C/C1C(=O)CCCC1=O
    0.9, 0.96, 4, -8, 2, 20, 0.81, -3, -2
- CC(Sc1nnc2c(n1)C1(C)CCC2C1(C)C)C(=O)Nc1ccccc1 (stereo not given)
    -1.8, 0.94, 6, -4, -4, 6, 0.94, -1, -2
- C/C(=N\OCc1ccc(C#N)cc1)c1ccccc1
    1.0, 0.95, 5, -19, 1, 5, 0.95, -5, -3
- O=C(O)c1ccc(CS(=O)(=O)c2ccc(Br)cc2)cc1
    -1.2, 0.89, 11, -6, 1, -11, 1.1, 0, -1
- COc1cc(-c2nc(C(F)(F)F)c(OC)o2)cc(OC)c1OC
    0.7, 0.93, 7, -7, -3, -7, 1.1, -5, 0
- Cn1c(C(=O)N2CCCC(C(=O)NCCN3CCOCC3)C2)cc2sccc21 (stereo not given)
    -0.5, 0.99, 1, 3, 4, -5, 1.1, 0, -1
- COc1ccc(-n2nc(C(=O)NCC(=O)N3CC(C)CC(C)C3)c3ccccc3c2=O)c(OC)c1 (stereo not given)
    0.2, 1.1, -8, -4, -6, -30, 1.3, -4, -3
- O=C(CCCOc1ccccc1)NNC(=O)c1ccc(Cl)cc1
    1.1, 0.94, 6, -7, 7, -6, 1.1, -3, 3
- Cc1cc([N+](=O)[O-])nn1CCCC(=O)Nc1sc2c(c1C(N)=O)CCC(C)C2 (stereo not given)
    43, 1, -5, -4, -1, 17, 0.83, -2, 0
- CCN(CC(=O)NCc1cccs1)C(=O)CCCOc1ccc(C(C)(C)C)cc1
    2.8, 1.2, -18, 0, -2, -3, 1, 0, -6
- CCOC(=O)C(Cc1ccccc1)NC(=O)CNC(=O)CNC(=O)OCc1ccccc1 (stereo not given)
    1.7, 1.1, -6, 3, -8, -17, 1.2, 0, 0
- Cc1ccc(-c2cc(C(=O)N/N=C/c3ccco3)[nH]n2)cc1
    -6.5, 0.97, 3, 1, -12, -79, 1.8, 7, -1
- Cc1ccc(NS(=O)(=O)c2cc3[nH]c(=O)c(=O)[nH]c3cc2C)c(C)c1
    -3.1, 0.87, 13, 7, -5, 8, 0.92, 2, -1
- Nc1ccc2oc(-c3cccc(Br)c3)nc2c1
    1.0, 1.1, -10, -5, -14, 7, 0.93, -2, 0
- CCc1cc2cc(C(=O)Nc3ccc(C)cc3)sc2s1
    7.4, 0.95, 5, 2, -2, 1, 0.99, 4, -2
- Cc1ccsc1/C=N/NC(=O)CNC(=O)c1ccco1
    0.7, 0.9, 10, 5, -5, 9, 0.91, 9, -3
- COc1ccccc1NC(=O)N1CCCC1C(=O)NCc1ccccc1F (stereo not given)
    -1.3, 1, -4, -2, 1, 16, 0.84, 2, -3
- O=C(Cc1ccc(-n2c(=S)[nH]c3ccccc3c2=O)cc1)N1CCN(c2ccccc2)CC1
    1.4, 1.1, -8, 1, 0, 8, 0.92, 0, -1
- CCOc1ccc(-n2c(SCC(=O)Nc3cc(C(=O)O)ccc3Cl)nc3ccccc3c2=O)cc1
    0.2, 0.99, 1, -1, 38, -4, 1, -1, -2
- Cc1cc(S(=O)(=O)NC[C@H]2O[C@@H](n3cnc4c(N)ncnc43)[C@H](O)[C@@H]2O)c(C)s1
    -0.5, 1.1, -10, -8, nt, 7, 0.93, -4, 1
- Cc1ccc(CCN2C(=O)c3ccccc3C2C(=O)NCc2cccnc2)cc1 (stereo not given)
    -0.6, 1, -4, 0, -6, -23, 1.2, 2, 2
- CSc1nc(Oc2ccc(C)cc2)cc(C(F)(F)F)n1
    4.7, 1, -4, -6, -3, 11, 0.89, -4, 0
- CS(=O)(=O)c1ccc2nc(NC(=O)c3ccc(=O)[nH]c3)sc2c1
    0.3, 1, -1, -10, -7, 2, 0.98, 4, 1
- N#Cc1c(N)nc2c(c1-c1ccccc1)CCCC2
    2.0, 0.96, 4, -13, 3, 6, 0.94, -3, 3
- COc1ccccc1Cn1c(C)nc2ccccc21
    17, 1, -1, -8, 1, 4, 0.95, 3, 0
- CCOc1ccc2oc(-c3ccccc3)c(C(=O)N(C)C)c2c1
    -0.9, 0.97, 3, 2, -3, -5, 1, 1, -3
- C(=N\Nc1ccccc1)/c1nc2ccccc2s1
    7.6, 0.96, 4, 1, -8, 5, 0.95, 4, -1
- COc1ccc(NC(=O)CSc2nnc(C)n2C2CC2)cc1S(=O)(=O)N1CCOCC1
    -1.0, 1.1, -6, -8, -1, 12, 0.88, 2, -4
- CN(C(=O)CSc1n[nH]c(N)n1)C1CCCCC1
    -0.6, 0.99, 1, 2, -9, 5, 0.95, 0, -1
- CCc1cc(-c2[nH]ncc2-c2ccc(OC)cc2)c(O)cc1O
    1.6, 1, 0, -9, -5, -59, 1.6, -2, -2
- CCN(CC)C(=O)CSCC(=O)Nc1ccccc1
    -1.1, 1, -4, -3, 0, -1, 1, -2, 2
- COc1ccc([C@H]2/C=C\CN(C(=O)C3CC3)[C@@H](C)C(=O)N2Cc2ccc(F)cc2)cc1
    0.2, 0.98, 2, -9, -6, 18, 0.82, -3, 2

Single records (already shown). Screens in order: MPTP inh, mIAP act, mIAP inh, A3G deaminase, ATG4B inhibitor, hIAP inh, hIAP activ, APOBEC3A inh, MIN6 prolif
Shown for CCc1cc(-c2[nH]ncc2-c2ccc(OC)cc2)c(O)cc1O → 1.6, 1, 0, -9, -5, -59, 1.6, -2, -2
Shown for CN(C(=O)CSc1n[nH]c(N)n1)C1CCCCC1 → -0.6, 0.99, 1, 2, -9, 5, 0.95, 0, -1
Shown for CCN(CC)C(=O)CSCC(=O)Nc1ccccc1 → -1.1, 1, -4, -3, 0, -1, 1, -2, 2
Shown for COc1ccc(NC(=O)CSc2nnc(C)n2C2CC2)cc1S(=O)(=O)N1CCOCC1 → -1.0, 1.1, -6, -8, -1, 12, 0.88, 2, -4
Shown for COc1ccc([C@H]2/C=C\CN(C(=O)C3CC3)[C@@H](C)C(=O)N2Cc2ccc(F)cc2)cc1 → 0.2, 0.98, 2, -9, -6, 18, 0.82, -3, 2
